# Compound activity from PubChem.
# Mito fusion yeast = inhibitors of mitochondrial division or activators of mitochondrial fusion | AID 485298 | S. cerevisiae fusion-defective mutant growth rescue, CellTiterGlo 48 h | Potency, µM (series often up to 46.1 µM), for inactives: at the highest dose growth rescue (activation), usual class: activators | 320,000 compounds, 0.23% hits;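 further: potency means the concentration at half of the fitted maximal effect; % of control where 0% means no effect; nearly all actives have a fitted effect of over 45% in size; temperature-sensitive fusion mutants such as fzo1-1 at 37 °C on non-fermentable ethanol glycerol medium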
#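 Luminescent cell viability in 1536-well qHTS format served as the measure of rescued growth in ts fusion-mutant S. cerevisiae cultured on non-fermentable YPEG for 48 hours at 37C.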
# TSHR antagonist = human thyrotropin receptor antagonism. P16473. TSHR-expressing cells, TSH-stimulated cAMP HTRF, 2 h; hits give low values. activity change, negative = inhibition, % at 11.5 µM. 330,000 compounds, 0.2% hits;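 active means activity change below a set negative limit, meaning inhibition stronger than a set level, cut at about -70% in these data; inconclusive means activity change between two set negative limits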; further: on the % scale 0 is the no-effect control and ±100 the full control effect
#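 Freshly harvested TSHR cells receive pin-tooled compound, then EC80 TSH at 4nM final. After 2 hours at 37 deg C, antibody in lysis buffer and cAMP-d2 are added; 30 minutes at ambient temperature precede the HTRF read.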
# S-ASM inh = human S-ASM enzyme inhibition; AID 504937; 340,000 compounds, 0.006% hits; P17405; Potency, µM (titrated, usually from 57.5 µM), inactives show top-dose activity change, negative = inhibition, hits mostly inhibitors; placental ASM, HMU-PC fluorogenic substrate, 60 min; further: potency means the concentration at half of the fitted maximal effect
#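 Fluorescence read-out (Ex 386 nm, Em 447 nm) after stopping the reaction at pH 10. Enzyme: ASM from human placenta; substrate HMU-PC0, 9 uM final; 60 min, 37 °C. Compound preincubation 10 min, ambient temperature.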
# BCR signal inh = blocks chronic active B-cell receptor signaling; ABC-DLBCL IkBa-CBG/CBR reporter, luminescence ratio, 4 h; Potency, µM (top dose mostly 46.1 µM), for the others: at the top dose ratio change, negative = lower green/red ratio, usual class: inhibitors; 340,000 compounds, 0.05% hits; AID 493014; active means well fitted inhibition curve with a large enough effect in the signal ratio, with a control signal flat, not every such curve was filed as active; inconclusive means small, poorly fitted or top-dose-only effect, or effect the other way, or a change in a side signal; the % refers to the signal ratio;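 further: potency means the concentration at half of the fitted maximal effect; plate controls were basal doxycycline-induced cells for no effect and cells given 10 µM MG132 for full effect; MG132 reads +100%, hits lower the ratio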
#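 Compounds up to 46 uM were incubated four hours with TMD8 cells whose green CBG68 luciferase is fused to IkappaBalpha; red CBR luminescence normalised the signal, and concentration-effect curves were fitted to fusion, red and ratio data.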
# Eya2 phos inh = Eya2 (human) phosphatase inhibition; Potency, µM (titrated, usually from 76.9 µM), inactives show at the top dose activity, negative = inhibition, hits mostly inhibitors; O00167; recombinant Eya2, OMFP fluorescence dephosphorylation (OMFP is methylfluorescein phosphate); 330,000 compounds, 0.006% hits; further: potency means the concentration at half of the fitted maximal effect; on the % scale 0 is the no-effect control and ±100 the full control effect
#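 Eya2 (0.2 uM) preincubated 10 min at ambient with compound, then OMFP substrate added at 50 uM; 10 min reaction in 50 mM HEPES pH 7.5, 50 mM NaCl, 5 uM MgCl2, 0.05% BSA, 1 mM DTT. Fluorescence read at Ex 485/Em 525 nm.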
# TCR activator = activates T cell receptor signaling; primary human leukocytes, anti-CD3, IL-2 HTRF, 48 h; Potency, µM (top dose mostly 9.22 µM), inactives show at the highest dose activation of IL-2 secretion, actives largely listed as activators; 330,000 tested, under 10 active; further: % of control where 0% means no effect
#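 IL-2 produced over 48 hr by a-CD3 bead-stimulated primary human leukocytes exposed to compounds was detected with a homogeneous time-resolved FRET immunoassay, 665nm acceptor signal after 320nm excitation.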
# Tb PFK block = T. brucei PFK enzyme inhibition; O15648; T. brucei PFK, ADP-Glo luminescence; Potency, µM (titrated, usually from 57.5 µM), without a hit: at the top dose activity, negative = inhibition, actives largely listed as inhibitors; 330,000 compounds, 0.17% hits; AID 485367;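 further: potency means the concentration at half of the fitted maximal effect; 0% = uninhibited 1x PFK enzyme wells and -100% = no-enzyme wells; nearly all actives have a fitted effect of over 60% in size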
# Target sequence (O15648 whole entry, looked up): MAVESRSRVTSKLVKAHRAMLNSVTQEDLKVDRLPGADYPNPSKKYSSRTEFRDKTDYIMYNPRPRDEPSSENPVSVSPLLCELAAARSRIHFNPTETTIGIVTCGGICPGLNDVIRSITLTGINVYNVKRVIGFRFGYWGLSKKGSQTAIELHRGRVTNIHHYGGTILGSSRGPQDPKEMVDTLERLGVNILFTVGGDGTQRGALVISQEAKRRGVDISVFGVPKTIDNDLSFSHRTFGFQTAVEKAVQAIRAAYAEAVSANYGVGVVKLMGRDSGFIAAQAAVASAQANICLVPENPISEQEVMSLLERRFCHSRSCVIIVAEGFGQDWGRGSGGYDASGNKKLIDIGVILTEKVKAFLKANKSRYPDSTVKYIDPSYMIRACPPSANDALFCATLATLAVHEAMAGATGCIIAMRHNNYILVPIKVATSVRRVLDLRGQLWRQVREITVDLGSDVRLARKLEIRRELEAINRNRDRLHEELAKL
#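 Compounds were pin-transferred as a titration series up to 57 uM into substrate buffer (0.5 mM F6P, 0.1 mM ATP, pH 8.0), then 1.25 nM PFK was added and reactions ran 45 min before ADP-Glo detection.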
# Integrin act MD = integrin-mediated muscular dystrophy alleviation activation; alpha7betagal myoblasts, beta-gal FDG fluorescence, 48 h; Potency, µM (highest dose often 38.3 µM), for the others: at the top dose activation, most hits filed as activators; 350,000 compounds, 0.064% hits;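 further: potency means the concentration at half of the fitted maximal effect; 100% = response of the positive control SU9516; nearly all actives have a fitted effect of over 60% in size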
#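 Alpha7betagal+/- myoblasts (passage 13) were plated 16-24 hr, then exposed to compounds (1:260 dilution of DMSO stock) for 48 hours at 37C. After MPER lysis, β-galactosidase reporter activity was read as FDG fluorescence (ex 480/em 540) after 30 minutes.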
# AT treatment = candidate therapy for ataxia-telangiectasia; […] A-T fibroblasts, KAP-1 phosphorylation AlphaLISA; neocarzinostatin DNA damage 30 min before lysis; Potency, µM (titrated, usually from 57.5 µM), without a hit: top-dose activation, most hits filed as activators; 320,000 compounds, 0.19% hits; AID 485349; further: potency means the concentration at half of the fitted maximal effect; % of control where 0% means no effect; nearly all actives have a fitted effect of over 45% in size
#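 ATM-like activity read as KAP-1 phosphorylation via AlphaLISA donor/acceptor antibody pairs after lysis and 6 hr at 25C. Cells were ATM-null patient fibroblasts ([…], hTERT), dosed 60 min, then exposed to the DSB inducer NCS for 30 min.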
# ELG1 DNA repair = blocks ELG1-dependent DNA repair in HEK293T cells. HEK293T ELG1-luciferase reporter, luminescence, 16 h; DNA damage induced by 5-fluorouridine. Potency, µM (top dose mostly 46.1 µM), for inactives: at the top dose activity change, negative = inhibition, hits mostly inhibitors. 330,000 compounds, 2.3% hits; further: potency means the concentration at half of the fitted maximal effect; on the % scale 0 is the no-effect control and ±100 the full control effect; nearly all actives have a fitted effect of over 55% in size
#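 Quantitative HTS, concentration-response format. 2,000 cells/well co-treated with 5-fluorouridine and compound, 16 hr in 5% CO2 at 37 °C; ONE-Glo luminescence read after 30 min.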
# PTAP TSG101 blk = blocks PTAP/TSG101 interaction to inhibit HIV-1 budding | 340,000 tested, under 10 active | Fluorescence polarization, FITC-PTAP peptide / Tsg101 binding | Q99816 | Potency, µM (titrated, usually from 115 µM), inactives show top-dose activity change, negative = inhibition, usual class: inhibitors; active means well fitted inhibition curve with a large enough effect in the main read-out, with a control signal flat, not every such curve was filed as active; inconclusive means small, poorly fitted or top-dose-only effect, or effect the other way, or a change in a side signal; inactive means no such curve, though single readings can be large or run the other way; further: potency means the concentration at half of the fitted maximal effect; % of control where 0% means no effect
# Target sequence (Q99816 whole entry, looked up): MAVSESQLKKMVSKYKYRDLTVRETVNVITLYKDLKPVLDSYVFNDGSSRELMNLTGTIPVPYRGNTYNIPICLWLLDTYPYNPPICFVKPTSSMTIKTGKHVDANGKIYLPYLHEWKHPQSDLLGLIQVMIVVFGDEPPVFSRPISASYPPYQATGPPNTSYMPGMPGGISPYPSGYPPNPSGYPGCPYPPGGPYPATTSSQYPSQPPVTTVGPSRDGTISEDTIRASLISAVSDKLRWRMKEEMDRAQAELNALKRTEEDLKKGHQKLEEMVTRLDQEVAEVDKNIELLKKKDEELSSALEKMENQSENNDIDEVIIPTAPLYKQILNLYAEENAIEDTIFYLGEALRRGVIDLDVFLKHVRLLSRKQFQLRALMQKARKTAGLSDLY
#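 Tsg101 binding domain (10 uM final) was mixed with compound and a FITC-labeled PTAP peptide (50 nM final) in HEPES pH 7.5 buffer with NaCl, Tween 20, EDTA and TCEP; fluorescence polarization was read after 20 min at r.t.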
# An asterisk follows results filed as active; u = inconclusive; x = not tested or not shown; [ ] = dose if it differs, or a comment. Unless noted, the call rests on the fitted dose curve; in most records, active means well fitted curve in the direction sought with a large enough effect; inconclusive means small, poorly fitted or top-dose-only effect, or another doubt; inactive means no such curve, though single readings can be large; an effect the other way counts as inactive or inconclusive.
SMILES,Mito fusion yeast,TSHR antagonist,S-ASM inh,BCR signal inh,Eya2 phos inh,TCR activator,Tb PFK block,Integrin act MD,AT treatment,ELG1 DNA repair,PTAP TSG101 blk
COc1cc(C(=O)O)ccc1Cl,0%,-9,4%,-6%,3%,2%,u,13%,3%,1%,-1%
CCSc1nnc2n1C(C)(C)Cc1ccccc1-2,-1%,-1,0%,-14%,12%,-5%,-2%,12%,-1%,20%,-14%
COCCN(CCOC)C(=S)Nc1ccccc1,-9%,-20,2%,2%,-3%,2%,4%,25%,10%,18%,-3%
CN(CC(=O)Nc1ccccc1C(F)(F)F)C(=O)c1cc(-c2cccs2)nn1-c1ccccc1,7%,-1,-1%,12%,1%,0%,15%,14%,7%,u,-2%
CC1=CC(C)C2C(=O)N(c3ccccc3)NC(=O)C2C1 (configuration not stated),-3%,8,5%,1%,0%,0%[46.1 µM],5%,-7%,4%,0%,0%
Cc1ccc(N2CCN(S(=O)(=O)c3nnc(NC(=O)c4ccco4)s3)CC2)cc1,6%,-13,3%,10%,8%,-5%,4%,-9%,5%,20%,-4%
Nc1nc(SCC(=O)O)[nH]c(=O)c1NC(=O)c1ccccc1F,-2%,11,4%,u,-9%,2%,0%,15%,-3%,-16%,0%
COc1cccc(NS(=O)(=O)c2cc3[nH]c(=O)c(=O)[nH]c3cc2C)c1,-2%,-6,-1%,-12%,0%,-2%,2%,-31%,17%,6%,-2%
COc1ccc(N=C(C)C2=C(O)c3ccccc3C2=O)cc1,8%,-6,-4%,u,-4%,-1%[46.1 µM],9%,0%,3%,u,0%
C=CCC(C=C)[N+]1(CC(=O)OC)CCCCC1 (configuration not stated),-3%,9,2%,-15%,2%,6%,-5%,-17%,-2%,19%,-1%
Cc1cc(NC(=O)COC(=O)CCS(=O)(=O)c2ccc(C)c(C)c2)no1,-6%,-7,0%,u,-8%,-1%,0%,5%,1%,-2%,0%
Fc1ccccc1CSc1nnc(-c2cccnc2)o1,-4%,-14,-1%,6%,-25%,-7%,7%,-1%,1%,u,-5%
COC(=O)Nc1ccc(SCC(=O)c2ccccc2)cc1,-1%,-2,0%,-20%,4%,-2%,-15%,13%,3%,19%,-1%
CC(C)NC(=O)N(C)C[C@H]1Oc2c(NC(=O)Cc3ccccc3)cccc2C(=O)N([C@H](C)CO)C[C@@H]1C,x,-4,4%,0%,-17%,-3%,0%,20%,3%,17%,-1%
O=C(O)c1cccnc1NC1CCCC1,-2%,5,10%,u,-8%,-7%,5%,5%,x,17%,-6%
COc1ccc2nc(SC(C)C(=O)NCC(=O)Nc3ccc(F)c(F)c3F)[nH]c2c1 (configuration not stated),-8%,2,-3%,-12%,8%,-24%,-9%,-16%,3%,8%,-1%
CCCCNC(=O)NS(=O)(=O)c1ccc(NC(=O)CCC(=O)c2cccs2)cc1,7%,-2,21%,3%,5%,-4%,0%,-43%[inhibitor],37%,-3%,-3%
Cc1ccccc1N(CC(=O)Nc1ccccc1C(=O)O)S(C)(=O)=O,-1%,1,12%,u,34%[15.4 µM],-2%,0%,16%,10%,u,-2%
CCCCCC(=O)NC(=S)Nc1ccc(NC(=O)c2ccco2)cc1,2%,-1,-11%,1%,-1%,-1%[46.1 µM],5%,-5%,7%,-20%,-3%
c1cc2c(cc1C1=NNC(=NC3CC3)SC1)OCCO2,-1%,4,-2%,u,-1%,-1%,u,-5%,-17%,u,-6%
COc1ccc(/C=C/C(=O)OCC(=O)NCc2ccco2)c(OC)c1,3%,16,-1%,6%,-9%,-2%,7%,-4%,7%,4%,-3%
COc1ccc(-c2nnc(NC(=O)C(C)C)s2)c(OC)c1,3%,26,4%,10%,6%,-4%,3%,15%,0%,u,1%
CCCCN(C(=O)CCNC(=O)NC12CC3CC(CC(C3)C1)C2)c1c(N)n(CCCC)c(=O)[nH]c1=O,1%,6,6%,4%,-2%,0%,18%,-6%,2%,0%,1%
CCOC(=O)NC(=O)/C(C#N)=N/Nc1ccc(F)cc1,-8%,6,-9%,u,-1%,11%,2%,-4%,-1%,0%,-2%
CCC(=O)N1CCc2cc(S(=O)(=O)NCCC(=O)NCc3ccccc3Cl)ccc21,-3%,-8,-2%,7%,4%,-5%,-1%,14%,5%,6%,-8%
# Continuation:
SMILES,Mito fusion yeast,TSHR antagonist,S-ASM inh,BCR signal inh,Eya2 phos inh,TCR activator,Tb PFK block,Integrin act MD,AT treatment,ELG1 DNA repair,PTAP TSG101 blk
Cc1ccc(C(=O)NCCCNC(=O)COc2ccc(C)c(C)c2)cn1,5%,-1,8%,-6%,-6%,-7%,2%,-7%,0%,-2%,-2%
O=C(NCc1ccc2[nH]c3c(c2c1)CCCC3)c1ccc(S(=O)(=O)N2CCCCC2)cc1,0%,-11,8%,-1%,-12%,-3%,-4%,13%,1%,-11%,-2%
NC(=O)c1ccc(NC(=O)COC(=O)CCSc2ccccc2)cc1,2%,6,0%,-11%,-16%,0%,-13%,-17%,-2%,1%,-3%
Cc1cc(C)c(NC(=O)C2CCCN(S(=O)(=O)c3c(C)noc3/C=C/N(C)C)C2)c(C)c1 (configuration not stated),0%,0,1%,7%,1%,-5%,0%,21%,6%,-1%,-6%
COc1ccc(-c2nc(C#N)c(N3CC(C)OC(C)C3)o2)cc1OC (configuration not stated),0%,0,2%,9%,2%,1%[46.1 µM],2%,15%,-2%,-20%,-2%
CC1(C)CC(=O)c2c(O)cc(OCC(=O)Nc3ccc(S(N)(=O)=O)cc3)cc2O1,2%,15,-5%,-9%,-19%,0%,5%,-6%,-9%,u,-2%
CCOc1ccc2ccccc2c1/C=N\NC(=O)c1ccc([N+](=O)[O-])cc1,0%,-1,-5%,u,7%,x,-2%,22%,23%,u,-2%
O=C(NCc1ccco1)C(c1ccco1)N(CCc1ccccc1)C(=O)Cn1nnc2ccccc21 (configuration not stated),6%,-13,-3%,u,-1%,5%,3%,-16%,-2%,u,1%
COc1ccc(C(=O)NC2CCCc3c2cnn3-c2cc(F)cc(F)c2)c(OC)n1 (configuration not stated),-2%,9,-9%,6%,-4%,10%,1%,8%,-2%,-3%,2%
Nc1nc(-c2ccccc2)c(N=Nc2ccccc2Cl)s1,u,-20,u,u,-23%,-8%[46.1 µM],-9%,-37%,14%,6%,-1%
Cc1cnc(NC(=O)Cc2ccccc2F)s1,-11%,-4,4%,u,1%,-51%,1%,14%,2%,19%,-1%
COc1cccc(-c2ccc(-c3noc(-c4ccccc4F)n3)c(OC)n2)c1,5%,-20,0%,8%,15%,-1%,-7%,5%,2%,u,-1%
CCN(CC(=O)NCc1ccc(Cl)cc1)C(=O)c1ccc(S(=O)(=O)N(C)C)cc1,-5%,2,2%,2%,-3%,-2%,-6%,8%,0%,-11%,-1%
CC1(C)CN=C(N(C(=O)Nc2ccccc2)c2ccccc2F)S1,-3%,-5,-2%,-5%,-7%,3%,3%,-14%,12%,23%,-5%
COc1ccc(CN2C(=O)C(CC(C)C)Nc3ncnc(N4CCOCC4)c32)cc1 (configuration not stated),-4%,-2,4%,-7%,17%,0%,-6%,18%,6%,11%,0%
C=CCNC(=O)C(=O)Nc1cc2c3c(c1)CCC(=O)N3CCC2,-3%,-2,-7%,3%,11%,6%,-3%,-21%,-9%,u,0%
S=C(NC1CCCCC1)NC1CC2C=CC1C2 (configuration not stated),-5%,2,3%,8%,-1%,-4%,2%,17%,-2%,-21%,0%
CC(C)(C)c1nc2ccccc2c2nnc(SCC(=O)Nc3nc4ccccc4s3)n12,7%,-3,-7%,10%,-5%,-1%,-2%,-12%,-4%,2%,-5%
CC(NCc1cccn1C)c1ccccc1 (configuration not stated),0%,3,1%,u,8%,2%,2%,2%,-2%,7%,-4%
